Assay outcomes as filed in PubChem BioAssay.
Yfh1-off respiration: mitochondrial function rescue without frataxin homolog – Friedreich's ataxia, plus single-dose screen, dose response (AID 1465); S. cerevisiae Yfh1-off respiration, WST-1 reduction, 72 h; higher fold induction means a stronger effect; one-dose fold induction at 50 µM; EC50 in µM for titrated hits; hit rate 0.074% among 220,000;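 active = fold induction of absorbance versus untreated yeast above a set limit, then at least 30% activation at any dose in follow-up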;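 note: activators that raise dye reduction in frataxin-depleted yeast; strong numbers were not always called active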
MT stabilize HCS: microtubule stabilization, imaging screen; HeLa tubulin immunostaining HCS, 24 h; share of cells brighter than vehicle mean+2SD; AID 2205; % tubulin-high responders, % at 10 µM; hit rate 0.83% among 200,000;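 active = plate Z-score above 3 for both tubulin-high and condensed-nucleus cell shares, with cell loss under 80%, at 10 µM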;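 note: anti alpha tubulin signal scored within the nucleus-defined area of each cell; some results filed as inactive read as strong as hits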
NOD1 NF-kB reporter: NOD1 signaling inhibitors, primary screen, cell-based, luminescence, uHTS (AID 1578). hit rate 1% among 290,000. NOD1-driven NF-kB luciferase reporter cells, luminescence; higher % means a stronger effect. one-dose inhibition, % at 4 µM; EC50 in µM for titrated hits; in the data active = inhibition mostly above about 36%, no sharp cut-off; inactive = mostly below about 34%;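 note: HEK-293T reporter cells stimulated with the NOD1 agonist gamma-tri-DAP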
Autophagy HCS: modulators of autophagy; MEF GFP-LC3 puncta imaging; test concentration mostly 10 µM; calls only at 10 µM (by protocol); hit rate 0.98% among 190,000; AID 463193;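 active = percentage of spot-positive cells more than 3 SD above its plate mean, without a fluorescence outlier flag or 80% toxicity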;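 note: spot-positive cell cutoff set from DMSO-treated cells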
NOD2 inhibition: inhibition of NOD2-driven NF-kB reporter – cell-based, luminescence, uHTS, HEK293 (AID 1566) | HEK293 NOD2/NF-kB luciferase reporter, luminescence; higher % means a stronger effect | inhibition, % at 4 µM, or EC50 in µM where a hit was titrated | hit rate 0.63% among 290,000; in the data active = inhibition above about 50%; note: many of its hits are not listed in these tables
Ins promoter up: MIN6 insulin promoter up-regulation | MIN6 insulin promoter-GFP reporter, high-content imaging; active compounds read high | z-score at 5 µM | hit rate 0.3% among 190,000;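 active = z-score above 3 at 5 µM with at least 500 cells counted in the well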
Dynein transport: blocks dynein driven cargo transport along microtubules; 3617.4 mouse cells, GR-EGFP nuclear translocation imaging; test concentration mostly 20 µM; stimulated with dexamethasone, 1 µM; active compounds read low; z-score, hits read low; hit rate 0.47% among 220,000; AID 1381;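 active = plate z-score of nuclear minus cytoplasmic receptor signal below a set negative limit, without overly bright fluorescence or cell loss, cut at about -3.5 in these data, passing the limit was not always enough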;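 note: z-score of nuclear minus cytoplasmic ring GR-EGFP intensity difference per well; some compounds called inactive have numbers as strong as hits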
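Also added: dexamethasone, 1.0 µM final. Medium: tet-free, stripped-serum medium. Detection: fixed, Hoechst-stained cells imaged at 10x for EGFP. Read-out: nuclear-to-cytoplasmic GR-EGFP distribution per well. Times: induction 48 h, compound 1 h, agonist 30 min.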
M17LAP inhibition: P. falciparum M17LAP inhibitors, primary screen, biochemical, fluorogenic H-Leu-NHMec substrate, 1536-well (AID 1619). recombinant M17LAP, H-Leu-NHMec fluorogenic kinetic assay; higher % means a stronger effect. inhibition, % at 30 µM; hits with a dose series show IC50 in µM. hit rate 0.38% among 220,000;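 active = compound inhibiting the enzyme by more than half at any dose during confirmatory dose-response retesting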;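 note: plate controls were full reaction with DMSO carrier for no effect and no enzyme background for full effect; strong numbers were not always called active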
b-catenin transl: modulators of beta-catenin nuclear translocation; nuclear translocation activity, % at 5 µM; HeLa beta-catenin nuclear translocation, immunofluorescence imaging; hit rate 0.3% among 190,000;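 active = nuclear translocation activity above 50% at 5 µM, with a well cell count of 50 or more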;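 note: per-cell ratio of nuclear to cytoplasmic median beta-catenin stain intensity; plate controls were DMSO negative control for no effect and GSK-3 inhibitor IX positive control for full effect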
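Test system: human HeLa cell line; Doses: 5 µM primary, 0.02–20 µM confirmation; Incubation: 24 h compound exposure, 37°C; Detection: beta-catenin immunofluorescence imaging with DAPI; Read-out: beta-catenin nuclear/cytoplasmic ratio, % activation.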
Dynein transport cytoplasmic EGFP: also measured in Dynein transport; calls as there; z-score; measured here: cytoplasmic GR-EGFP intensity; active compounds read high
Dynein transport nuclear GR-EGFP: further read-out of Dynein transport, marked with its call; z-score; measured here: nuclear GR-EGFP intensity;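 lower value marks the stronger effect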
Dynein transport cell count: recorded beside Dynein transport, whose call it bears; z-score; measured here: cell count per field
Ins promoter up cell count: further read-out of Ins promoter up, marked with its call; cell count; measured here: cytotoxicity, nuclei count;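 total cells summed across four imaged fields per well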
b-catenin transl cell count 5 µM: further read-out of b-catenin transl, marked with its call; cell count; measured here: cell count, cytotoxicity flag
MT stabilize HCS Hoechst-high %: further read-out of MT stabilize HCS, marked with its call; % Hoechst-high responders; measured here: nuclear condensation Hoechst responders;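 share of cells brighter than vehicle mean plus two SD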
MT stabilize HCS cytotoxicity %: also measured in MT stabilize HCS; calls as there; toxicity, %; measured here: cytotoxicity by cell density;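 0% = mean cell density of plate MIN control wells and 100% = no cells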
Autophagy HCS cell loss 18 h: second read-out of Autophagy HCS, no call of its own (marks repeat the call); toxicity, %; measured here: cell loss, nuclei count;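 cell loss after 18 h compound exposure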
The depositor's hits bear a star; i = inactive; . = no result given. An excerpt, so the mix of outcomes need not match the whole.

SMILES	Yfh1-off respiration	MT stabilize HCS	MT stabilize HCS Hoechst-high %	MT stabilize HCS cytotoxicity %	NOD1 NF-kB reporter	Autophagy HCS	Autophagy HCS cell loss 18 h	NOD2 inhibition	Ins promoter up	Ins promoter up cell count	Dynein transport	Dynein transport cytoplasmic EGFP	Dynein transport nuclear GR-EGFP	Dynein transport cell count	M17LAP inhibition	b-catenin transl	b-catenin transl cell count 5 µM
O=C(c1noc2c1CCCC2)N1CCC(CO)(Cc2ccccc2Cl)CC1	i	3.7	1.1	10.8	-55.7%	i	8.3	10.1%	0.12	1525	0.261	-0.312	0.147	0.048	11.0%	-0.5	1053
CNC(=S)NNC(=O)c1sccc1OCc1ccc(Cl)cc1Cl	i	1.7	1.9	8.9	.	i	12.8	2.5%	0.5	1396	-0.961	-0.207	0.145	0.402	-4.9%	1.7	1364
Cc1ccc(NC(=S)/C(=C(\[O-])c2ccc(C)c([N+](=O)[O-])c2)[n+]2ccccc2)cc1C	i	2.0	1.3	7.3	-23.8%	i	17.9	-132.8%	-0.01	1235	-0.0696	-0.197	0.782	0.739	3.3%	-1.0	1247
O=C(C1CCN(S(=O)(=O)c2ccc(F)cc2)CC1)N1CC=C(c2ccccc2)CC1	i	5.2	2.2	8.2	.	i	11.3	12.1%	0.38	1300	-0.725	-0.158	-0.0645	-0.129	3.3%	-0.6	1053
CCCCSc1ncc(C(=O)OCC)c(N)n1	i	2.8	1.9	3.1	-39.1%	i	19.1	-82.1%	.	.	-0.227	-0.26	-0.0429	1.67	-6.4%	-1.7	1075
CC(=O)c1cccc(CN2CCN(CCC(C)C)C(CCO)C2)c1 (stereo not given)	i	.	.	.	-5.1%	.	.	-0.5%	-0.27	1052	0.162	-0.304	0.0833	0.0841	4.2%	0.5	1309
COc1ccc(N2CCN(C(=O)Nc3ccc(S(=O)(=O)N(C)C)cc3)CC2)cc1	i	1.0	2.0	7.2	0.3%	i	-2.0	18.1%	-0.29	1924	0.038	-0.239	-0.531	0.918	-2.5%	-1.3	1087
Cc1cc(C(=O)c2ccccc2)nc2ccccc12	i	1.4	1.4	4.4	-15.8%	i	-6.1	-3.2%	-0.26	912	0.418	-0.0503	0.636	-0.631	12.5%	-0.2	1255
O=C1N=C(N2CCOCC2)S/C1=C\c1ccncc1	i	.	.	.	-7.7%	.	.	2.1%	0.18	1059	-0.26	-0.234	-0.17	0.578	16.6%	0.1	1284
C/C(=N\Nc1nc(N2CCCCC2)nc(N2CCOCC2)n1)c1ccccc1O	i	4.0	1.9	6.0	26.4%	i	17.9	-5.4%	0.37	1443	0.757	-0.318	0.644	-0.369	-2.8%	-0.3	912
COc1ccc(/C=C2\N=C(C)OC2=O)cc1[N+](=O)[O-]	i	.	.	.	-1.4%	.	.	3.6%	0.65	1365	-2.42	-0.175	-1.16	0.73	-6.7%	0.2	1009
COc1ccccc1Cc1nc(-c2ccc(Br)o2)no1	i	3.3	2.2	6.4	-48.0%	i	17.3	-15.7%	0.21	954	0.254	0.0704	0.238	-0.391	-0.3%	3.0	1165
COc1ccc(/C=C/C(=O)c2ccc(OC)cc2OC)cc1	i	4.2	6.5	4.3	-7.5%	i	0.0	-6.7%	-0.5	1270	-1.46	-0.0939	-0.724	0.452	6.8%	-1.0	1174
O=C(CN1C(=O)S/C(=C\c2ccc(F)cc2)C1=O)Nc1cccc(S(=O)(=O)NCc2ccco2)c1	i	5.9	1.3	6.0	-23.0%	i	34.3	-29.8%	-0.33	1576	1.89	0.0133	1.67	-0.185	-1.4%	2.4	944
Cc1ccc2c(c1)N(CCCC(=O)NCc1cccnc1)C(=O)CO2	.	1.9	1.1	9.6	-28.9%	i	7.2	13.9%	0.4	1223	0.787	-0.212	1.28	-0.851	14.1%	-0.7	490
CCn1cc(Br)c(C(=O)Nc2ccc(Cl)c(Cl)c2)n1	i	2.1	1.5	3.2	-20.6%	i	-1.4	22.0%	-0.25	1232	-0.676	-0.175	-0.444	1.06	26.9%	-1.0	1209
Cc1ccc(NC(=S)NCC2CCN(C(C)c3ccccc3)C2)cc1 (stereo not given)	i	1.3	1.8	5.6	-0.7%	i	22.8	-8.8%	-0.62	1235	-0.135	-0.253	0.0622	0.0101	0.8%	-0.9	1111
COCCNC(=O)CCc1nnc(C2(c3ccc(Cl)cc3)CCC2)o1	i	2.4	2.3	6.6	-7.0%	i	-3.4	-2.7%	1.04	1254	-0.22	-0.214	-0.173	-0.304	3.0%	0.3	955
Cc1cc(=O)oc2ccc(OCC(=O)NCc3ccco3)cc12	i	1.4	1.2	2.5	-7.4%	i	-13.1	6.2%	.	.	0.51	0.175	0.71	-1.24	11.9%	.	.
Cc1cc(N2CCC(C(=O)NCC3CC3)CC2)nc(-c2ccccc2)n1	i	6.7	3.9	3.3	-15.7%	i	-0.8	10.0%	-0.11	1204	-0.739	-0.339	-0.11	0.332	8.2%	-7.5	1275

Brought forward from above: 2 entries, then new ones.
SMILES	Yfh1-off respiration	MT stabilize HCS	MT stabilize HCS Hoechst-high %	MT stabilize HCS cytotoxicity %	NOD1 NF-kB reporter	Autophagy HCS	Autophagy HCS cell loss 18 h	NOD2 inhibition	Ins promoter up	Ins promoter up cell count	Dynein transport	Dynein transport cytoplasmic EGFP	Dynein transport nuclear GR-EGFP	Dynein transport cell count	M17LAP inhibition	b-catenin transl	b-catenin transl cell count 5 µM
Cc1cc(=O)oc2ccc(OCC(=O)NCc3ccco3)cc12	i	1.4	1.2	2.5	-7.4%	i	-13.1	6.2%	.	.	0.51	0.175	0.71	-1.24	11.9%	.	.
Cc1cc(N2CCC(C(=O)NCC3CC3)CC2)nc(-c2ccccc2)n1	i	6.7	3.9	3.3	-15.7%	i	-0.8	10.0%	-0.11	1204	-0.739	-0.339	-0.11	0.332	8.2%	-7.5	1275
COc1cccc(OCCOc2ccccc2OC(C)C)c1	i	0.7	1.1	9.7	-14.2%	i	-12.5	10.6%	-0.43	1064	0.631	-0.274	0.718	-0.515	-1.7%	.	.
Cc1nc(C(=O)NNC(=O)Nc2ccc(Cl)cc2)cs1	i	.	.	.	-5.6%	.	.	3.5%	-0.08	1139	-1.06	-0.269	-0.212	0.892	2.7%	-0.5	1245
COc1ccc(NC(=O)C2CCCN2C(=O)Nc2ccccc2)cc1OC (stereo not given)	i	2.9	1.9	6.6	-15.6%	i	2.0	8.7%	0.55	1054	0.93	-0.167	0.954	1.55	2.6%	-2.7	1294
Cc1nn(C2CCS(=O)(=O)C2)c(Cl)c1/C=C/C(=O)OCC(=O)c1cc(C)n(-c2ccc(F)cc2)c1C (stereo not given)	i	3.5	3.0	1.2	33.5%	i	5.4	39.6%	0.64	1046	1.3	-0.197	0.133	-1.06	10.4%	.	.
COc1ccc(Cl)cc1C(=O)NNC(=O)c1nc2nc(C)cc(C)n2n1	i	.	.	.	-5.5%	.	.	4.2%	-0.48	1397	0.411	-0.261	-0.0824	-0.409	3.6%	1.2	1333
COc1ccc(CN(CC2CCC(C(=O)O)CC2)C(=S)Nc2ccc(C)c(Cl)c2)cc1 (stereo not given)	i	2.9	1.6	8.2	-14.8%	i	-13.4	23.1%	-1.07	1239	-0.0433	-0.147	0.362	-0.767	24.5%	0.4	1107
CN(C)/C=N/c1c(C#N)nnn1Cc1ccccc1	i	5.1	2.3	13.0	13.8%	i	16.6	-11.6%	1.4	1381	0.312	-0.286	0.522	-0.282	1.1%	0.8	816
NC(=O)CSc1nnc(Cc2cccs2)n1C1CCCCC1	i	1.5	1.4	9.5	-16.0%	i	-5.2	2.0%	.	.	0.116	0.255	-0.132	0.35	5.0%	.	.
CCCCC(=O)N(Cc1ccc(F)cc1)C1CCS(=O)(=O)C1 (stereo not given)	i	.	.	.	-9.1%	.	.	17.7%	.	.	0.119	-0.197	0.462	-0.481	4.7%	1.1	1299
CCCc1[nH]nc2c1C(C1CC=CCC1)C(C#N)=C(N)O2 (stereo not given)	i	4.3	2.0	2.2	-9.3%	i	13.0	12.2%	0.8	1319	-0.00563	-0.267	0.518	0.488	6.8%	-2.0	569
CN1CCN(CC(=O)Nc2ccccc2[N+](=O)[O-])CC1	i	3.2	1.6	5.3	-19.7%	i	-3.1	9.2%	-0.04	1305	0.531	-0.195	0.0953	-0.235	7.2%	3.0	994
CC1CC(C)CN(c2ncc3c(n2)CC(c2ccc(Cl)cc2)CC3=O)C1 (stereo not given)	i	3.4	1.9	5.7	22.6%	i	6.6	-11.4%	-0.65	1122	0.755	-0.144	0.196	-0.663	-4.5%	-1.9	967
CCN(CC)P(=O)(/C(Cl)=C\Nc1c(C)n(C)n(-c2ccccc2)c1=O)N(CC)CC	i	2.7	1.2	0.4	-17.6%	i	9.1	-10.3%	-0.29	1369	0.00983	-0.0958	-0.171	0.334	9.0%	-2.5	889
COc1ccc(S(=O)(=O)N(C)CC(=O)Nc2ccc(C(F)(F)F)cc2)cc1Cl	i	1.7	1.9	10.9	8.8%	i	-12.4	11.4%	1.44	900	1.88	-0.144	1.68	-1.04	4.2%	.	.
COCC(C)n1c(C)cc(C(=O)COC(=O)c2c(C)nn(-c3ccccc3)c2C)c1C (stereo not given)	i	4.7	3.1	3.4	17.6%	i	-13.3	15.2%	-1.45	518	-0.993	-0.326	-0.344	0.856	4.0%	-7.9	984
CCc1ccc(N(C(=O)Cn2nnc(-c3ccccc3)n2)C(C(=O)NC2CCCCC2)c2ccccn2)cc1 (stereo not given)	i	1.9	1.8	7.5	7.2%	i	8.9	5.5%	.	.	0.711	-0.25	0.285	-0.379	10.2%	-0.7	987
COC(=O)c1ccccc1NC(=O)c1cc(OC)cc(OC)c1	i	2.3	1.4	0.8	-21.6%	i	-0.1	7.7%	0.19	1247	-1.3	-0.0276	-1.08	-0.0627	4.4%	.	.
Cc1ccc2cc3cc(C(=O)NCCCN4CCc5ccccc5C4)oc3nc2c1	i	5.0	4.1	7.6	-32.0%	i	1.3	5.5%	0.48	2020	-1.49	-0.327	-0.496	0.669	65.8%	-2.3	1061
